AI-2 QS mod = modulators of Vibrio harveyi AI-2 quorum sensing system; Vibrio harveyi JMH597 AI-2 luminescence/OD600 ratio, 9 h; stronger effect = lower value; strain lacks LuxN and CqsS sensors; 0 = neutral-control median; activity change, % at 7.5 µM; actives 0.4% (n = 300,000); AID 2094; in the data active = activity change below about -75%, passing the limit was not always enough;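 note: luminescence divided by OD600 gain over 9 h not by final OD600 alone; inactives centre near 13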
HSF1 inh = HSF1 inhibition; NIH3T3-HGL HSE-luciferase, MG132-induced, luminescence 8 h; stronger effect = lower value; activity change, negative = inhibition, % at 7.5 µM (by protocol); actives 0.77% (n = 300,000); AID 2098;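 active = more than half of replicate wells show activity change below -50%, luminescence cut by over half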;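 note: luciferase reports HSF-1 transcriptional activity via heat shock element; 0% = median of DMSO wells and -100% = zero luminescence signal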
PolyA inh = inhibitors of polyadenylation in S. cerevisiae; actives 0.02% (n = 300,000); S. cerevisiae SKY197-pL101 polyadenylation reporter, beta-gal luminescence; efflux-impaired pdr1/pdr3 knockout yeast; score 100 = 6 SD above DMSO; AID 1875; calls only at 12 µM;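 active = lowest replicate activity score at least 50, where 100 means six control SD above control mean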;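 note: yeast exposed to compound for 9 h at 30 °C; higher score means more reporter readthrough which indicates perturbed polyadenylation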
GSK3beta inhib = inhibitors of human GSK3beta kinase; P49841; activity score (negative = inhibition), % at 10 µM; GST-GSK3beta kinase, ADP-Glo luminescence, 60 min; stronger effect = lower value; AID 2097; actives 0.038% (n = 300,000);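 active = more than half of replicate wells score below -50%, meaning over 50% inhibition versus plate controls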;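 note: 0% = median DMSO wells and -100% = median GW8510 positive control wells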
Target sequence (P49841 whole entry, looked up): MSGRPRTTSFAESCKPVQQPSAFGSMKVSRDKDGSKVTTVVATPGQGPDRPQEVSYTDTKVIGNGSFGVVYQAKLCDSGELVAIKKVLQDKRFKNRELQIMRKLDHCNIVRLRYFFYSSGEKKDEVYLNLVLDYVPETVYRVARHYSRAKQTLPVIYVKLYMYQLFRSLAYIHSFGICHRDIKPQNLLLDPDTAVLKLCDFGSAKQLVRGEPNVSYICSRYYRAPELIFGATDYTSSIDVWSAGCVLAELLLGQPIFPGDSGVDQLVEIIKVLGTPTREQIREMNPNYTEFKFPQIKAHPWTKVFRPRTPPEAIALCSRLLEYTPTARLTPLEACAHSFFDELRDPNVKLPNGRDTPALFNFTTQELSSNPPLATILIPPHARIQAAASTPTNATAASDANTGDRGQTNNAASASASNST
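Test system: GST-tagged human GSK3beta kinase, cell-free; evaluation: activity score scaled between in-plate DMSO and GW8510 controls; measured by: ADP-Glo luminescence; incubation: 60 min reaction, RT; benchmarks: DMSO and 20 µM GW8510; reagent: peptide substrate plus 25 µM ATP (final); medium: Tris/MgCl2 kinase buffer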
HSP90 refold inh = HSP90 refolding inhibition in rabbit reticulocyte lysate | luciferase refolding luminescence, 3 h | inhibition, % at 5.6 µM | actives 0.91% (n = 290,000) | AID 1789;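 active = inhibition above the screen-wide mean plus 3 SD, computed separately per campaign, cut at about 16% in these data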;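 note: 0% = DMSO wells and 100% = 60 µM geldanamycin wells; inhibitors lower the luminescence because luciferase stays unfolded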
KLF5 inh = kruppel-like factor 5 inhibition. DLD-1 KLF5 promoter-luciferase reporter, luminescence. AID 1700. actives 0.23% (n = 290,000). inhibition, % at 5 µM;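 active = inhibition above a per-plate limit of that plate's mean compound inhibition plus 3 SD, cut at about 60% in these data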;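 note: 0% = DMSO wells and 100% = LY294002 at 200 µM; higher means less KLF5 promoter-driven luciferase light; inactives centre near -14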
aSyn UTR inh = 5' untranslated region of α-synuclein, MLPCN primary screen | alpha-synuclein 5'UTR reporter, inhibitor activity | inhibition, % (tested at 7.5 µM) | actives 0.82% (n = 300,000); in the data active = inhibition above about 60%;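 note: H4 neuroglioblastoma cells stably carrying SNCA 5'UTR luciferase fusion; 0% = DMSO wells and 100% = positive control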
GSK3 alpha inh = human GSK-3 alpha kinase inhibition; P49840; ADP-Glo luminescence, 60 min; inhibition, % at 10 µM; actives 0.1% (n = 320,000);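 in the data active = inhibition above about 50%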;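 note: GST-tagged GSK-3 alpha with peptide substrate and 25 µM ATP; 0% = DMSO neutral wells and 100% = GW8510 positive control wells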
Target sequence (P49840 whole entry, looked up): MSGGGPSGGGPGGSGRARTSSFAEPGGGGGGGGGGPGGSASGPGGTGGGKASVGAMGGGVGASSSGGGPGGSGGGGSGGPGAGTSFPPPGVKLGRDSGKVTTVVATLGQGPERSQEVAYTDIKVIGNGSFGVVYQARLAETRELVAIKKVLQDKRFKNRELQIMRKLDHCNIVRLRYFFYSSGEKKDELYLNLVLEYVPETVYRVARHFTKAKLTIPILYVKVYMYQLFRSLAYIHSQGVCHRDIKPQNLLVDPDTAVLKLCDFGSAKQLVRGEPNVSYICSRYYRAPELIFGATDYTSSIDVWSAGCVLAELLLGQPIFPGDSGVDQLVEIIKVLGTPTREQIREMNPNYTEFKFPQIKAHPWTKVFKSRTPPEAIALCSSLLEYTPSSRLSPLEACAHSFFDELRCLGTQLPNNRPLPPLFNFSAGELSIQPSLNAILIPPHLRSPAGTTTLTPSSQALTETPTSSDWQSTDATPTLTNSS
HSF1 activator = increases HSF-1 driven luciferase reporter signal | activation, % at 9 µM | NIH3T3-HGL HSF-1 luciferase reporter, MG132, 8 h; 100% = twice DMSO control signal | actives 1.7% (n = 300,000);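 active = mean replicate activation of at least 50% with a set share of replicates each reaching 50%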;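 note: 0% = median of the neutral control wells and 100% = twice that signal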
IEC-6 tox = counter-screen for KLF5 inhibitors: cytotoxicity in IEC-6 cells. IEC-6 cytotoxicity, luminescence viability. inhibition, % at 5 µM. actives 0.78% (n = 290,000). AID 1825; in the data active = inhibition above about 22%;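 note: 0% = plate median of test compound wells and 100% = cytotoxic reference compound wells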
Starred values were filed as active, the others as inactive; i = inactive; . = no result given. Not all compounds are listed (hit frequency here may not be typical).

SMILES	AI-2 QS mod	HSF1 inh	PolyA inh	GSK3beta inhib	HSP90 refold inh	KLF5 inh	aSyn UTR inh	GSK3 alpha inh	HSF1 activator	IEC-6 tox
COc1cc2c(cc1OC)CN(C(=O)CNS(=O)(=O)c1ccc(C)c(C)c1)CC2	33	0	i	-1	3	-9	46	0	8	4
CN(CC(=O)Nc1c(F)cccc1F)Cc1cccs1	16	5	i	3	2	-14	-5	-1	11	1
CCOc1ccc(C(C)=O)cc1CSc1nnc(N)s1	14	2	i	1	5	-16	8	0	3	4
COc1ccc(CCNC(=O)CN2CCN(c3cccc(Cl)c3)CC2)cc1OC	0	2	i	-2	-3	-2	5	1	3	0
O=C(NCc1ccccc1)C(c1ccc(O)cc1)N(C(=O)c1cnccn1)c1ccccc1 (stereo unspecified)	8	-4	i	3	-5	-6	14	-1	-1	4
Brc1ccc(CNc2cc3c(cc2Br)OCCO3)cc1	-1	4	i	1	-1	-12	-7	-1	16	1
O=C(N/N=C/c1cc([N+](=O)[O-])cc(Br)c1O)C12CC3CCC(CC(C3)C1)C2	57	-4	i	-1	4	-11	24	-3	-1	4
Nc1cccc(C(=O)Nc2ccc(N)cc2Cl)c1	20	-7	i	0	-4	-16	3	-2	4	-8
COc1ccc(OC)c(S(=O)(=O)NCCOC23CC4CC(CC(C4)C2)C3)c1	17	6	i	-1	-2	-24	4	0	7	-4
COC(=O)C1=C(C)OC(N)=C(C#N)C1c1cc2cccc(C)c2nc1Cl (stereo unspecified)	29	2	i	-2	4	-29	-1	-1	6	8
O=C(NCc1ccc(F)cc1)c1nc(-c2cccs2)no1	-76*	2	i	3	-2	-26	-9	-2	8	1
O=C(NCCC1=CCCCC1)C1CCN(S(=O)(=O)c2cccs2)CC1	-28	-4	i	1	1	-46	8	2	1	-6
Cc1ccc(S(=O)(=O)NNC(=O)Nc2ccc(Cl)cc2)cc1	6	0	i	2	2	-7	-32	-3	3	3
COc1cc(OC)cc(C(=O)N2CCCc3ccccc32)c1	7	-6	i	-1	6	6	0	0	-8	-4
O=C1CCCc2cc3c(cc21)CC1(C3)Cc2cc3c(cc2C1)C(=O)CCC3	20	-21	i	-3	0	17	-39	1	-36	32*
COc1ccc(C(=O)N(CN2CCCC2=O)c2nccs2)cc1OC	14	-1	i	0	5	-3	-6	3	-2	3
O=C(NC1CC1)C1CCN(c2ncnc3c2sc2cccc(F)c23)CC1	3	-6	i	2	1	-29	-10	1	2	3
CCOC(=O)N1CCN(Cc2nc3ccc([N+](=O)[O-])cc3c(=O)n2-c2ccccc2F)CC1	21	-23	i	0	3	-15	-34	-2	-28	11
CC1(C)CC(=O)C2=C(C1)OC(N)=C(C#N)C2c1cn(-c2ccccc2)nc1-c1ccccc1 (stereo unspecified)	22	8	i	1	-5	2	0	0	10	-4
CCCCN(CC)C(=O)Cc1cn(C)c2ccccc12	12	5	i	-1	1	-9	10	-2	2	-6
c1cc2c(cc1Oc1nc(N3CCOCC3)nc(N3CCOCC3)n1)OCO2	18	5	i	0	2	-22	17	0	1	0
Cn1cccc1-c1nc2ccc(NC(=O)c3ccccc3)cc2[nH]1	0	14	i	1	5	-23	-124	-1	23	-6
CCOc1ccc(N2C(=O)CC(Sc3nc(O)c(CC)c(=O)[nH]3)C2=O)cc1 (stereo unspecified)	6	0	i	0	.	.	-3	-1	-3	.
COc1cccc(S(=O)(=O)NCc2ccc(C(=O)Nc3ccc(Cl)cc3)cc2)c1	-6	-1	i	2	2	-10	-6	-2	25	-3
Cc1cccc(N2CCN(C(=O)c3ccc4c(c3)OCCO4)CC2C)c1 (stereo unspecified)	32	1	i	-1	1	5	-15	-2	22	6

Next section; the last 4 above are carried over.
SMILES	AI-2 QS mod	HSF1 inh	PolyA inh	GSK3beta inhib	HSP90 refold inh	KLF5 inh	aSyn UTR inh	GSK3 alpha inh	HSF1 activator	IEC-6 tox
Cn1cccc1-c1nc2ccc(NC(=O)c3ccccc3)cc2[nH]1	0	14	i	1	5	-23	-124	-1	23	-6
CCOc1ccc(N2C(=O)CC(Sc3nc(O)c(CC)c(=O)[nH]3)C2=O)cc1 (stereo unspecified)	6	0	i	0	.	.	-3	-1	-3	.
COc1cccc(S(=O)(=O)NCc2ccc(C(=O)Nc3ccc(Cl)cc3)cc2)c1	-6	-1	i	2	2	-10	-6	-2	25	-3
Cc1cccc(N2CCN(C(=O)c3ccc4c(c3)OCCO4)CC2C)c1 (stereo unspecified)	32	1	i	-1	1	5	-15	-2	22	6
COc1cc(-c2nc(S(=O)(=O)c3ccc(Cl)cc3)c(N3CCOCC3)o2)cc(OC)c1OC	7	-1	i	-1	-1	-3	20	-3	3	-3
O=C(Nc1cccc(O)c1)c1ccc(S(=O)(=O)N2CCCCCC2)cc1	32	36	i	1	-2	-8	-68	.	75*	3
CCN(Cc1ccccc1)Cc1ccc(OCc2ccccc2)cc1	-5	0	i	-1	-5	-8	-30	-5	4	-5
O=C(NC1CCCCCC1)C1CCC(=O)N(Cc2ccccc2F)C1 (stereo unspecified)	21	7	i	0	-1	-4	-10	-3	9	6
CC(C)CCNC(=O)C1(c2cccs2)CCOCC1	8	-1	i	1	-1	-4	8	0	-4	-2
CCOC(=O)CC(NC(=O)CCS(=O)(=O)c1ccc2c(c1)n(C)c(=O)c(=O)n2C)c1ccc(C)cc1 (stereo unspecified)	29	-6	i	0	-6	-10	4	0	-2	-5
CCCCCCCCCCOC(=O)C[N+](C)(C)C/C=C(/C)Cl	18	-7	i	1	-2	-30	4	9	4	2
COc1ccc(/C=C2\SC(N)=NC2=O)cc1Br	27	1	.	2	-1	-15	-27	2	19	3
CS(=O)(=O)NC1c2cccc3cccc(c23)C1Sc1nncn1/N=C/c1ccco1 (stereo unspecified)	8	-1	i	-3	2	-8	6	1	-7	-1
Cc1ccccc1OCC(O)CN1CCN(CC(O)COc2ccccc2C)CC1 (stereo unspecified)	6	3	i	-5	1	14	5	2	-1	4
COCCn1c(SCC(=O)NC2CCCCC2)nnc1-c1ccco1	12	-2	i	0	-3	9	2	-3	-18	-3
CCOc1ccc(NCc2cccn2-c2nnc(N3CCC(C(=O)NCCCN4CC(C)CC(C)C4)CC3)s2)cc1 (stereo unspecified)	14	-4	i	1	0	-21	-48	2	-10	0
Cc1ccc(NC(=S)NC2CCCC2)c(C)c1	1	6	i	1	-2	-24	-36	5	36	1
Cc1ccc(S(=O)(=O)NCc2ccccc2C)cc1	21	-6	i	2	0	-18	8	-3	-3	3
C=CCN1C(=O)c2ccc(C(=O)N3CCN(S(=O)(=O)c4cc(C)ccc4C)CC3)cc2C1=O	13	-2	i	1	.	.	11	0	29	.
CN(C)c1nc(N2CCOCC2)nc(N(c2ccccc2)c2ccccc2)n1	9	-1	i	1	-1	0	6	.	7	0
C/C(=N\NC(=O)C1CCCC1)c1ccc(Cl)cc1	1	.	.	-1	0	-29	.	.	.	1
Cc1cccc(C)c1OCCN1CCCC1	23	-9	i	2	-3	-23	-10	4	-13	-1
O=C(N1CCOCC1)C12CC3CC(C1)CC(C(=O)N1CCOCC1)(C3)C2	18	1	i	-1	3	-23	-1	0	-6	7
O=C(O)CSc1nc(C(F)(F)F)cc(=O)n1-c1ccccc1	24	-5	i	-2	0	-19	14	-7	-7	0
O=C(NCCCn1ccnc1)/C(=C\c1ccccc1F)NC(=O)c1ccccc1	31	-4	i	-3	3	7	-2	0	-13	6
O=C(CN1CCOCC1)Nc1nc2cc([N+](=O)[O-])ccc2s1	33	8	i	-4	-4	-9	-9	2	29	1
Cc1cc(/C=C(\C#N)C(=O)NCCc2c[nH]c3ccccc23)c(C)n1C	21	9	.	1	-2	-52	-7	-2	4	0
NS(=O)(=O)c1ccc(N2CCN(CCOc3ccc(Cl)cc3)CC2)nc1	32	0	i	-3	-4	-3	10	-1	12	4
CC1(C)NC(C)(C)C(O)(C(N)=O)C1=O (stereo unspecified)	19	-1	i	1	-2	-22	0	-1	-2	1
(more compounds)
SMILES	AI-2 QS mod	HSF1 inh	PolyA inh	GSK3beta inhib	HSP90 refold inh	KLF5 inh	aSyn UTR inh	GSK3 alpha inh	HSF1 activator	IEC-6 tox
O=C(COC(=O)CCc1ccc(S(=O)(=O)N2CCCCC2)cc1)Nc1ccc2c(c1)OCO2	3	4	i	1	2	-16	-31	-1	16	-2
CCOC(=O)N1CCC(NC(=O)c2ccc(CS(=O)(=O)c3ccc(OC)cc3)o2)CC1	23	0	i	-3	-3	-26	-3	.	-6	-6
COC(C[C@@H](O)C[C@H](O)[C@H](C)OCc1ccccc1)OC	8	7	i	0	.	.	-1	-3	0	.
CCCNC(=O)c1ccccc1NC(=O)c1ccccc1N(C)S(C)(=O)=O	-26	-5	i	-2	1	-33	17	0	-8	3
COc1cc(C(=O)N=c2sc3c(C)ccc(OC)c3n2C)cc(OC)c1OC	18	-1	i	-1	1	-30	-222	0	-1	2
COc1cccc2cc(-c3cn4cccc(C)c4n3)c(=O)oc12	8	17	i	0	-2	-1	-154	0	28	0
CN1C(=O)CC(C(=O)O)SC1=Nc1ccc(F)cc1 (stereo unspecified)	10	-9	i	-2	-1	-20	10	-3	10	5
Cc1cccc(C)c1NC(=O)C1(NC(=O)C2CCCN2C(=O)OC(C)(C)C)CCCCC1 (stereo unspecified)	17	-1	i	8	-2	11	0	-1	8	5
COC(=O)c1ccc(C23CC4(C2)[C@H](CN(Cc2ccc(C(F)(F)F)cc2)[C@@H]4c2ccccc2)C3c2ccc(Cl)nc2)cc1 (stereo partly specified)	20	4	i	2	.	.	8	2	4	.
On1c2c(c3c4nonc4ccc31)CCCC2	23	1	i	-9	6	-2	-7	14	0	2
OCC1(CCOc2ccccc2)CCN(Cc2ccc(OC(F)F)cc2)CC1	13	4	i	0	2	-18	0	0	-7	0
O=C(NCc1cccnc1)C(=O)NCC1OCCCN1S(=O)(=O)c1ccccc1 (stereo unspecified)	15	-5	i	1	5	28	8	-2	-4	8
CC(=O)Nc1ccc(NC(=O)CSc2nnc(-c3cccs3)n2C)cc1	26	-4	i	0	-3	-12	10	0	-13	8
CN(CC(=O)Nc1ccccc1F)S(=O)(=O)c1ccc2c(c1)n(C)c(=O)c(=O)n2C	13	-3	i	3	1	-14	13	0	-2	-2
CNc1nc(OCC(F)(F)F)nc(N2CCOCC2)n1	26	-4	i	0	-1	-28	22	-1	-9	1
N#Cc1ccc(CN2CCN(CC(=O)NCCc3ccc(Cl)cc3Cl)CC2)cc1	-12	0	i	-1	8	-3	19	1	3	3
O=C(CCc1nnc(COc2ccccc2)o1)NCc1ccccc1C(F)(F)F	2	2	i	0	-1	2	-12	-2	0	-2
CN(C)c1nc2c(c(=O)[nH]c(=O)n2C)n1CCOc1ccccc1	21	2	i	3	-5	-10	5	3	5	5
CN(CC(=O)Nc1ccccc1F)CC(=O)Nc1ccccc1Br	9	4	i	-8	-1	-5	25	1	9	-5
Cn1c(CCNC(=O)OC(C)(C)C)n[nH]c1=S	15	3	i	3	4	-16	1	0	-3	2
CC(C)NC(=O)CC1(C(=O)NCc2ccc(Cl)cc2)CCCC1	18	2	i	1	-4	-17	15	2	7	2
